Screens as filed in PubChem BioAssay.
Dynein cargo inh: inhibitors of GR-EGFP nuclear translocation, primary screen, dynein cargo transport inhibitor project, imaging, high-content, 3617.4 mouse cells; z-score, hits read low; test concentration mostly 20 µM; stimulated with dexamethasone, 1 µM; active compounds read low; hit rate 0.47% among 220,000;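 active means plate z-score of nuclear minus cytoplasmic receptor signal below a set negative limit, without overly bright fluorescence or cell loss, cut at about -3.5 in these data, passing the limit was not always enough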;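 further: z-score of nuclear minus cytoplasmic ring GR-EGFP intensity difference per well; some compounds called inactive have numbers as strong as hits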
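medium = tetracycline-free induction medium containing charcoal-stripped FBS | also added = 1.0 µM final dexamethasone stimulus | schedule = 48 h induction, 1 h compound, 30 min dex at 37 °C | technique = fixed, Hoechst-stained cells imaged at 10x for EGFP | measure = GR-EGFP nuclear translocation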
MT stabilizer: microtubule stabilizers in HeLa cells, primary screen, imaging, high-content imaging. HeLa tubulin immunostaining HCS, 24 h; share of cells brighter than vehicle mean+2SD. % tubulin-high responders, % at 10 µM. hit rate 0.83% among 200,000. AID 2205, 2009;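 active means plate Z-score above 3 for both tubulin-high and condensed-nucleus cell shares, with cell loss under 80%, at 10 µM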;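 further: anti alpha tubulin signal scored within the nucleus-defined area of each cell; some results filed as inactive read as strong as hits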
b-catenin transl: modulators of beta-catenin nuclear translocation, primary screen, imaging, HeLa cells, immunofluorescence, high-content; AID 1665, 2009; nuclear translocation activity, % at 5 µM; hit rate 0.3% among 190,000;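 active means nuclear translocation activity above 50% at 5 µM, with a well cell count of 50 or more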;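 further: per-cell ratio of nuclear to cytoplasmic median beta-catenin stain intensity; plate controls were DMSO negative control for no effect and GSK-3 inhibitor IX positive control for full effect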
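Read-out: Nuclear/cytoplasmic beta-catenin signal ratio, % activation | Assay system: Human HeLa cell line | Times: 24 h compound exposure at 37°C, 5% CO2 | Signal: Fluorescence imaging of beta-catenin antibody stain plus DAPI | Dosing: 5 µM primary, 0.02–20 µM confirmation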
Insulin prom up: insulin promoter activators in MIN6 cells, imaging, high-content screening, mouse beta cells. MIN6 insulin promoter-GFP reporter; active compounds read high. z-score at 5 µM. hit rate 0.3% among 190,000;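 active means z-score above 3 at 5 µM with at least 500 cells counted in the well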
NOD1 inhibition: NOD1 signaling inhibitors, primary screen, cell-based, luminescence, uHTS (AID 1578). NOD1-driven NF-kB luciferase reporter cells, luminescence; higher % means a stronger effect. inhibition, % at 4 µM, or EC50 in µM where a hit was titrated. hit rate 1% among 290,000; in the data active means inhibition mostly above about 36%, no sharp cut-off; inactive means mostly below about 34%;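 further: HEK-293T reporter cells stimulated with the NOD1 agonist gamma-tri-DAP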
Autophagy HCS: autophagy modulators in MEF cells, primary screen, imaging, high-content, MEF GFP-LC3 | MEF GFP-LC3 puncta imaging; test concentration mostly 10 µM | calls only at 10 µM (by protocol) | hit rate 0.98% among 190,000;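 active means percentage of spot-positive cells more than 3 SD above its plate mean, without a fluorescence outlier flag or 80% toxicity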;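 further: spot-positive cell cutoff set from DMSO-treated cells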
P. falciparum M17LAP: P. falciparum M17LAP inhibitors, primary screen, biochemical, fluorogenic H-Leu-NHMec substrate, 1536-well (AID 1619); hit rate 0.38% among 220,000; inhibition, % at 30 µM; hits with a dose series show IC50 in µM; recombinant M17LAP, H-Leu-NHMec fluorogenic kinetic assay; higher % means a stronger effect; Leucine aminopeptidase (Plasmodium falciparum (isolate 3D7));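 active means compound inhibiting the enzyme by more than half at any dose during confirmatory dose-response retesting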;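 further: plate controls were full reaction with DMSO carrier for no effect and no enzyme background for full effect; strong numbers were not always called active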
Yfh1-off respiration: enhancers of respiration in Yfh1-depleted yeast, dose response, Friedreich's ataxia, plus single-dose screen (AID 1465); S. cerevisiae Yfh1-off respiration, WST-1 reduction, 72 h; higher fold induction means a stronger effect; fold induction at 50 µM, or EC50 in µM where a hit was titrated; hit rate 0.074% among 220,000;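 active means fold induction of absorbance versus untreated yeast above a set limit, then at least 30% activation at any dose in follow-up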;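 further: activators that raise dye reduction in frataxin-depleted yeast; strong numbers were not always called active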
NOD2 inhibition: NOD2 signaling inhibitors, cell-based, luminescence, uHTS, HEK293 (AID 1566) | one-dose inhibition, % at 4 µM; EC50 in µM for titrated hits | HEK293 NOD2/NF-kB luciferase reporter, luminescence; higher % means a stronger effect | hit rate 0.63% among 290,000; in the data active means inhibition above about 50%; further: many of its hits are not listed in these tables
Dynein cargo inh cytoplasmic EGFP: recorded beside Dynein cargo inh, whose call it bears; z-score; measured here: cytoplasmic GR-EGFP intensity; active compounds read high
Dynein cargo inh nuclear GR-EGFP: recorded beside Dynein cargo inh, whose call it bears; z-score; measured here: nuclear GR-EGFP intensity;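 lower value marks the stronger effect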
Dynein cargo inh cell count: also measured in Dynein cargo inh; calls as there; z-score; measured here: cell count per field
Insulin prom up cell count: recorded beside Insulin prom up, whose call it bears; cell count; measured here: cytotoxicity, nuclei count;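 total cells summed across four imaged fields per well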
b-catenin transl cell count 5 µM: second read-out of b-catenin transl, no call of its own (marks repeat the call); cell count; measured here: cell count, cytotoxicity flag
MT stabilizer Hoechst-high %: recorded beside MT stabilizer, whose call it bears; % Hoechst-high responders; measured here: nuclear condensation Hoechst responders;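 share of cells brighter than vehicle mean plus two SD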
MT stabilizer cytotoxicity %: second read-out of MT stabilizer, no call of its own (marks repeat the call); toxicity, %; measured here: cytotoxicity by cell density;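 0% = mean cell density of plate MIN control wells and 100% = no cells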
Autophagy HCS cell loss 18 h: also measured in Autophagy HCS; calls as there; toxicity, %; measured here: cell loss, nuclei count;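 cell loss after 18 h compound exposure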
* = called active by the depositor.

Screening O=[N+]([O-])c1cc(/C=N/n2cnnc2)ccc1N1CCCC1 returned Dynein cargo inh -0.918, MT stabilizer 4.0, b-catenin transl 14.2, NOD1 inhibition -41.5%, Autophagy HCS inactive, P. falciparum M17LAP 24.5%, Yfh1-off respiration inactive, NOD2 inhibition 11.3%, Dynein cargo inh cytoplasmic EGFP -0.265, Dynein cargo inh nuclear GR-EGFP -0.425, Dynein cargo inh cell count 0.467, b-catenin transl cell count 5 µM 497, MT stabilizer Hoechst-high % 1.5, MT stabilizer cytotoxicity % 11.1 and Autophagy HCS cell loss 18 h 4.5.
For COc1ccc(/C=N/NC(=O)c2snnc2C)c(OC)c1OC the results were Dynein cargo inh 1.22, MT stabilizer 4.4, b-catenin transl -7.5, Insulin prom up 0.04, NOD1 inhibition -39.3%, Autophagy HCS inactive, P. falciparum M17LAP 3.7%, Yfh1-off respiration inactive, NOD2 inhibition 15.4%, Dynein cargo inh cytoplasmic EGFP -0.0992, Dynein cargo inh nuclear GR-EGFP 0.554, Dynein cargo inh cell count -0.222, Insulin prom up cell count 1131, b-catenin transl cell count 5 µM 1103, MT stabilizer Hoechst-high % 2.4, MT stabilizer cytotoxicity % 10.1 and Autophagy HCS cell loss 18 h 3.8.
Screening Cc1oc2ccc(OC(=O)c3cccs3)cc2c1C(=O)OC(C)C returned Dynein cargo inh -0.143, MT stabilizer 3.3, b-catenin transl -0.9, Insulin prom up 0.96, NOD1 inhibition -31.1%, Autophagy HCS inactive, P. falciparum M17LAP 10.0%, Yfh1-off respiration inactive, NOD2 inhibition -6.3%, Dynein cargo inh cytoplasmic EGFP -0.297, Dynein cargo inh nuclear GR-EGFP 0.442, Dynein cargo inh cell count 0.537, Insulin prom up cell count 1296, b-catenin transl cell count 5 µM 547, MT stabilizer Hoechst-high % 2.0, MT stabilizer cytotoxicity % 2.0 and Autophagy HCS cell loss 18 h 6.9.
For O=C1NCCN(Cc2ccc(F)cc2)C1CC(=O)N1CC=C(c2ccccc2)CC1 (stereo not given) the results were Dynein cargo inh 1.84, b-catenin transl 0.2, Insulin prom up 0.46, NOD1 inhibition -7.8%, P. falciparum M17LAP 8.9%, Yfh1-off respiration inactive, NOD2 inhibition -7.9%, Dynein cargo inh cytoplasmic EGFP -0.263, Dynein cargo inh nuclear GR-EGFP 0.969, Dynein cargo inh cell count -0.876, Insulin prom up cell count 1038 and b-catenin transl cell count 5 µM 1350.
For CCOC(=O)c1cn(Cc2cccc(Cl)c2)nn1 the results were Dynein cargo inh 0.261, MT stabilizer 2.4, Insulin prom up 0.55, NOD1 inhibition -23.7%, Autophagy HCS inactive, P. falciparum M17LAP -12.2%, Yfh1-off respiration inactive, NOD2 inhibition -5.2%, Dynein cargo inh cytoplasmic EGFP 0.396, Dynein cargo inh nuclear GR-EGFP 0.222, Dynein cargo inh cell count -0.654, Insulin prom up cell count 1237, MT stabilizer Hoechst-high % 2.3, MT stabilizer cytotoxicity % 6.9 and Autophagy HCS cell loss 18 h -3.6.
For CCOC(=O)C1=C(C)N(c2ccccc2)C(=O)/C1=C\c1ccco1 the results were Dynein cargo inh -0.464, MT stabilizer 2.9, b-catenin transl -1.5, Insulin prom up -0.26, NOD1 inhibition 3.1%, Autophagy HCS inactive, P. falciparum M17LAP 12.2%, Yfh1-off respiration inactive, NOD2 inhibition 8.0%, Dynein cargo inh cytoplasmic EGFP -0.0576, Dynein cargo inh nuclear GR-EGFP -0.19, Dynein cargo inh cell count -0.435, Insulin prom up cell count 1291, b-catenin transl cell count 5 µM 580, MT stabilizer Hoechst-high % 2.1, MT stabilizer cytotoxicity % 3.5 and Autophagy HCS cell loss 18 h 9.3.
`O=C(Nc1ccccc1OC(F)F)C1CCCN1C(=O)c1cccs1` (stereo not given) gave Dynein cargo inh -0.0989, MT stabilizer 3.9, Insulin prom up 0.55, NOD1 inhibition -18.2%, Autophagy HCS inactive, P. falciparum M17LAP 3.4%, Yfh1-off respiration inactive, NOD2 inhibition 13.8%, Dynein cargo inh cytoplasmic EGFP -0.303, Dynein cargo inh nuclear GR-EGFP -0.39, Dynein cargo inh cell count 0.425, Insulin prom up cell count 1416, MT stabilizer Hoechst-high % 2.0, MT stabilizer cytotoxicity % 1.7 and Autophagy HCS cell loss 18 h -1.1.
For CCN(CC)CC#CC(C)OCOCC#CCOC (stereo not given) the results were Dynein cargo inh 0.352, MT stabilizer 2.8, b-catenin transl -1.8, Insulin prom up -0.52, NOD1 inhibition 14.6%, Autophagy HCS inactive, P. falciparum M17LAP 1.2%, Yfh1-off respiration inactive, NOD2 inhibition 15.9%, Dynein cargo inh cytoplasmic EGFP -0.378, Dynein cargo inh nuclear GR-EGFP 0.332, Dynein cargo inh cell count 0.367, Insulin prom up cell count 1186, b-catenin transl cell count 5 µM 968, MT stabilizer Hoechst-high % 1.7, MT stabilizer cytotoxicity % 11.1 and Autophagy HCS cell loss 18 h -7.1.
`C=CCc1cccc2cc(C(=O)NCc3ccc(C(=O)OCC)o3)c(=O)oc12` gave Dynein cargo inh 0.00498, MT stabilizer 1.7, b-catenin transl -9.6, NOD1 inhibition -13.5%, Autophagy HCS inactive, P. falciparum M17LAP 2.1%, Yfh1-off respiration inactive, NOD2 inhibition 13.2%, Dynein cargo inh cytoplasmic EGFP 1.84, Dynein cargo inh nuclear GR-EGFP 0.481, Dynein cargo inh cell count 0.000664, b-catenin transl cell count 5 µM 1152, MT stabilizer Hoechst-high % 1.4, MT stabilizer cytotoxicity % 10.2 and Autophagy HCS cell loss 18 h -4.0.
Cc1ccc(Cn2ccc(NC(=O)c3cc(-c4ccc(Br)cc4)on3)n2)cc1 was read as Dynein cargo inh 0.313, MT stabilizer 3.4, b-catenin transl -1.8, Insulin prom up -1.46, NOD1 inhibition -30.6%, Autophagy HCS inactive, P. falciparum M17LAP 7.2%, Yfh1-off respiration inactive, NOD2 inhibition 11.3%, Dynein cargo inh cytoplasmic EGFP -0.252, Dynein cargo inh nuclear GR-EGFP 0.668, Dynein cargo inh cell count -0.193, Insulin prom up cell count 1429, b-catenin transl cell count 5 µM 1064, MT stabilizer Hoechst-high % 2.5, MT stabilizer cytotoxicity % 9.2 and Autophagy HCS cell loss 18 h 17.6.
`CCCc1ccc(OCC(O)CN2CCN(c3ccccc3)CC2)cc1` (stereo not given) gave Dynein cargo inh 0.0815, MT stabilizer 2.0, b-catenin transl 10.2, Insulin prom up -0.79, NOD1 inhibition 16.8%, Autophagy HCS inactive, P. falciparum M17LAP 5.6%, Yfh1-off respiration inactive, NOD2 inhibition 0.0%, Dynein cargo inh cytoplasmic EGFP -0.447, Dynein cargo inh nuclear GR-EGFP -0.0391, Dynein cargo inh cell count -0.148, Insulin prom up cell count 928, b-catenin transl cell count 5 µM 695, MT stabilizer Hoechst-high % 2.8, MT stabilizer cytotoxicity % 11.4 and Autophagy HCS cell loss 18 h -42.9.
Screening CCCCC(=O)Nc1ccc(NC(=S)NC(=O)CC)cc1OC returned Dynein cargo inh 1.12, MT stabilizer 4.4, b-catenin transl 0.3, Insulin prom up 0.47, NOD1 inhibition 4.8%, Autophagy HCS inactive, P. falciparum M17LAP -6.8%, Yfh1-off respiration inactive, NOD2 inhibition 14.6%, Dynein cargo inh cytoplasmic EGFP -0.171, Dynein cargo inh nuclear GR-EGFP 0.552, Dynein cargo inh cell count -0.28, Insulin prom up cell count 1239, b-catenin transl cell count 5 µM 487, MT stabilizer Hoechst-high % 2.6, MT stabilizer cytotoxicity % 8.2 and Autophagy HCS cell loss 18 h -1.6.
Screening CCC1(C)Cc2c(sc3nnn(Cc4ccccc4Cl)c(=O)c23)CO1 (stereo not given) returned Dynein cargo inh 1.95, MT stabilizer 1.1, b-catenin transl 1.4, Insulin prom up -0.33, NOD1 inhibition 32.8%, Autophagy HCS inactive, P. falciparum M17LAP -0.9%, Yfh1-off respiration inactive, NOD2 inhibition 15.8%, Dynein cargo inh cytoplasmic EGFP -0.0501, Dynein cargo inh nuclear GR-EGFP 1.18, Dynein cargo inh cell count -2.01, Insulin prom up cell count 1532, b-catenin transl cell count 5 µM 1283, MT stabilizer Hoechst-high % 1.4, MT stabilizer cytotoxicity % 0.2 and Autophagy HCS cell loss 18 h -11.2.
`NC(=O)N/N=C/c1c(Sc2nnnn2-c2ccccc2)nc2ccccn2c1=O` gave Dynein cargo inh -5.29*, b-catenin transl -0.9, Insulin prom up 0.14, NOD1 inhibition 11.9%, P. falciparum M17LAP 4.9%, Yfh1-off respiration inactive, NOD2 inhibition 46.7%, Dynein cargo inh cytoplasmic EGFP 0.675*, Dynein cargo inh nuclear GR-EGFP -2.5*, Dynein cargo inh cell count 0.811*, Insulin prom up cell count 1317 and b-catenin transl cell count 5 µM 1377.
Screening O=Cc1c(N2CCCCC2)nc2ccccn2c1=O returned Dynein cargo inh 0.071, MT stabilizer 1.9, b-catenin transl -0.3, Insulin prom up -0.3, NOD1 inhibition -14.4%, Autophagy HCS inactive, P. falciparum M17LAP 16.9%, Yfh1-off respiration inactive, NOD2 inhibition 20.2%, Dynein cargo inh cytoplasmic EGFP -0.203, Dynein cargo inh nuclear GR-EGFP -0.0775, Dynein cargo inh cell count -0.431, Insulin prom up cell count 1476, b-catenin transl cell count 5 µM 1109, MT stabilizer Hoechst-high % 1.3, MT stabilizer cytotoxicity % 9.7 and Autophagy HCS cell loss 18 h -5.5.

The list is partial; count on the stated rates, not on these rows.
